# Screening results (PubChem BioAssay)
# mHtt clearance: compounds clearing mutant huntingtin protein. HeLa Exon1htt(103Q)mCFP, aggregate imaging; zero = plate's median compound well. inhibition, % at 1.5 µM. 47,000 tested, 0.42% active. AID 853;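 active means inhibition of aggregate fluorescence above about 70%, also judged a hit by eye on the cell image, limit read from the data, passing the limit was not always enough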;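 further: cells exposed to compound for three days before fixation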
# mHtt clearance grain fraction: second read-out of mHtt clearance, no call of its own (marks repeat the call); fraction fluorescence in grains; measured here: aggregate grain fluorescence fraction; stronger effect = lower value;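 scaled fraction of total cell fluorescence in grains with unit not stated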
# An asterisk follows results filed as active. Only part of the results is shown; the hit share may differ from the screen's.
mHtt clearance	mHtt clearance grain fraction	SMILES
17	18	O=C(c1nc2ncccn2n1)N1CCN(c2ccc(F)cc2)CC1
12	30	COc1ccccc1NC(=O)C1=C(C)NC(=O)NC1c1cccc(OC)c1OC (configuration not stated)
-26	45	CCCCC(=O)Nc1ccc2c3c(cccc13)C(=O)N2CC
5	20	Cc1cc(C)c2cc(CN(CCO)C(c3nnnn3Cc3ccc(F)cc3)C(C)C)c(=O)[nH]c2c1 (configuration not stated)
-54	56	COc1ccc2nc(NC(=O)C3CCN(S(=O)(=O)c4cccc5nsnc45)CC3)sc2c1
-2	17	CSCCc1nc(SCC(=O)Nc2nnc(C)s2)[nH]c1C
21	35	Cc1ccccc1-c1ccc(Nc2ccc(C(=O)N3CCOCC3)cc2)nn1
43	25	COC(=O)Nc1sc(C(=O)N(C)C)c(C)c1C(=O)OC
73*	5*	CC(C)CCn1cnc2c1c(=O)n(C)c(=O)n2C
-12	22	CNc1sc(C(=O)c2ccccc2F)c(N)c1-c1nc2ccccc2s1
12	31	CCn1nc(NC(=O)c2ccco2)c2cc3ccccc3nc21
-28	27	O=C(Nc1ccc(S(=O)(=O)N2CCN(Cc3ccccc3)CC2)cc1)c1cnccn1
-22	46	O=C(c1nc2nc(-c3ccccc3)cc(C(F)(F)F)n2n1)N1CCOCC1
-9	38	O=C(C1CCCN(S(=O)(=O)c2cccc3nsnc23)C1)N1CCc2ccccc2C1 (configuration not stated)
53	8.9	CSc1nnc(-c2nnc(SC)n2-c2ccccc2)n1-c1ccccc1
-13	27	CC(=O)c1cccc(NC(=O)Nc2cnn(Cc3ccc(Cl)cc3Cl)c2)c1
-21	24	CC(C)(C)SCCNC(=O)c1ccc(NS(C)(=O)=O)cc1
-8	51	COC(=O)c1ccccc1NC(=O)CS(=O)(=O)Cc1nc(-c2ccc(C)cc2)oc1C
49	19	C=CCNc1nc(NCCN2CCOCC2)nc(OC)n1
23	14	O=c1[nH]c(N2CCOCC2)nc2ncn(Cc3ccccc3)c12
-111	87	COc1cccc(CNC(=O)C2CCN(S(=O)(=O)c3c(C)nn(C)c3C)CC2)c1
32	13	O=C(NC1CCCC1)C1CC1c1ccccc1 (configuration not stated)
18	17	OC(COc1ccc(Cl)cc1)CN1C2=NCCCN2c2ccccc21 (configuration not stated)
-26	44	CCc1ccccc1NC(=O)CSc1nnc([C@@H](N)Cc2ccccc2)o1
1	20	Cc1ccc(-n2nnnc2-c2cnn(-c3cccc(F)c3)c2C(F)(F)F)cc1

# Among those listed so far, these contain fluorine:
mHtt clearance	mHtt clearance grain fraction	SMILES
17	18	O=C(c1nc2ncccn2n1)N1CCN(c2ccc(F)cc2)CC1
5	20	Cc1cc(C)c2cc(CN(CCO)C(c3nnnn3Cc3ccc(F)cc3)C(C)C)c(=O)[nH]c2c1 (configuration not stated)
-12	22	CNc1sc(C(=O)c2ccccc2F)c(N)c1-c1nc2ccccc2s1
-22	46	O=C(c1nc2nc(-c3ccccc3)cc(C(F)(F)F)n2n1)N1CCOCC1
1	20	Cc1ccc(-n2nnnc2-c2cnn(-c3cccc(F)c3)c2C(F)(F)F)cc1

# Next section
mHtt clearance	mHtt clearance grain fraction	SMILES
10	26	O=C1OCCC1S(=O)(=O)c1ccc2ccccc2c1 (configuration not stated)
18	27	COc1ccc(OC)c(C2C(C#N)=C(N)Oc3c2c(C)nn3-c2cccc(Cl)c2)c1 (configuration not stated)
14	16	COC(=O)Cn1cnc2c(C#N)c3n(c2c1=O)CCCCC3
-17	61	CC(=O)c1c(C)[nH]c(C(=O)Nc2cc(C)ccc2C)c1C
36	27	C=CCn1c(SCC(=O)NC(=O)NCCC)nnc1C1CCCCC1
-23	24	CCOC(=O)c1nn(-c2ccc(C)cc2)cc1O
17	15	CC1(C)CC(=O)c2c(nn(-c3ccccc3)c2-c2ccncc2)C1
-22	59	CCOC(=O)C1CCCN(C(=O)c2cc3c(=O)n(C)c4ccccc4c3n2C)C1 (configuration not stated)
-5	21	CC(=O)Cc1nsc(NC(=O)c2ccc(Br)o2)n1
-9	22	CN(C(=O)COc1nnc(-c2cccs2)c(-c2cccs2)n1)c1ccccc1
-6	46	N#Cc1nc(-c2ccc(OCc3ccccc3Cl)cc2)oc1NCCCn1ccnc1
16	29	COC(=O)C1CCN(Cc2cc(=O)oc3cc(OC)ccc23)CC1
-34	45	COc1ccc(Nc2ncnc3c2cnn3-c2ccccc2)cc1OC
6	35	CCN1CCN(Cc2c(O)c(Cl)cc3c(C)cc(=O)oc23)CC1
32	22	Clc1ccc(CCNc2ncnc3nc[nH]c23)cc1
-48	52	Cc1c(NC(=O)CSc2nc3ccccc3n2C)c(=O)n(-c2ccccc2)n1C
6	17	CC1CC2(NC(=O)NC2=O)C(C)CN1C (configuration not stated)
16	34	CCOC(=O)C1=C(C)Nc2nc(=S)[nH]n2C1c1ccc(Cl)cc1 (configuration not stated)
36	11	Cc1ccc2nc(SCC(=O)c3cc(C)n(C)c3C)[nH]c2c1
7	19	CCCCn1cc(SCC(=O)O)c2ccccc21
45	9.6	Cc1cc(C)n(-c2nnc3n2N=C(c2c[nH]c4ccccc24)CS3)n1
-85	69	CCOc1ccc(Cc2nc(C)c(CC(=O)N3CCCCC3)c(=O)[nH]2)cc1
45	20	Cc1ccc(S(=O)(=O)NC(=O)Nc2cc(C)ccc2F)cc1
-63	35	COc1cc(/C=N/NC(=O)CNC(=O)c2ccc3c(c2)OCCO3)ccc1O
11	39	CN(C)CCOC(=O)C1(c2ccccc2)CCOCC1
-4	20	Cc1ccc2nc3c(cc(C(=O)NCC4CCCO4)c(=N)n3CCCOC(C)C)c(=O)n2c1 (configuration not stated)
-8	21	CCCCS(=O)(=O)c1sc2nc3c(cc2c1N)CCCC3
-58	29	Cc1c(C(=O)OCC(=O)c2c(N)n(CC(C)C)c(=O)n(C)c2=O)oc2ccccc12
24	14	CCN1CCN(CC(=O)n2c3c(c4ccccc42)CC(C)CC3)CC1 (configuration not stated)
-17	45	COc1ccc(N2CCN(C(=O)COc3ccccc3)CC2)cc1
-32	56	O=C(Nc1cccc(Cl)c1)OCc1cncs1
-53	31	NC1=NC(c2cn(-c3ccccc3)nc2-c2cccs2)n2c(nc3ccccc32)N1 (configuration not stated)
7	31	CCn1cc(C(=O)N2CCn3c(nc4ccccc43)C2)c(=O)c2ccc(C)nc21
-25	22	CCN1CCN(S(=O)(=O)c2cc(C)c(OC)cc2C)CC1
-15	24	N#CC12C(N)=NC3(OCCO3)C1(C#N)C1=C(CCC1)NC2c1ccccc1 (configuration not stated)
-4	36	CCCOc1ccccc1C(=O)NCCCC(=O)O
-44	44	COc1ccc(OC)c2c(N3CC(C)OC(C)C3)cc(C(F)(F)F)nc12 (configuration not stated)
16	17	CCOC(=O)Nc1cc(OCC)c(NC(=O)C2CC2)cc1OCC
14	18	C/C(Nc1cccc(F)c1)=C(/C#N)C(N)=O
-86	36	CC1CCN(Cc2nc3c(c(=O)n(C)c(=O)n3C)n2Cc2c(F)cccc2Cl)CC1
43	12	COc1ccccc1C(=O)C(O)c1ccccc1OC (configuration not stated)
8	16	COC(=O)c1ccccc1NC(=O)c1cccc(NC(=O)c2ccc(Br)o2)c1C
-63	31	COc1ccccc1N1CCN(CC(=O)Nc2c(C)n[nH]c2C)CC1
-28	27	COc1ccc(CCNC(=O)c2ccccc2NC(=O)c2ccco2)cc1OC
70	10	Cc1cccc(NC(=O)c2cnc3scc(C)n3c2=O)c1
-16	36	CC(C)CCOc1ccc(-c2c(=O)n(OCc3ccc([N+](=O)[O-])cc3)c3ccccc3[n+]2[O-])cc1
49	21	O=C1OC(Nc2ccc3c(c2)OCO3)c2ccccc21 (configuration not stated)
27	14	Cc1ccc(S(=O)(=O)N2CCN(S(=O)(=O)N3CCCCC3)CC2)c(C)c1
-46	63	O=C(CSCc1cccc(Cl)c1)NCc1ccc2c(c1)OCO2
6	18	COc1ccc2oc(=O)c(C(=O)N3CCN(c4ccc(F)cc4)CC3)cc2c1

# 4 structures already listed, arranged by count of non-hydrogen atoms, lowest first.
mHtt clearance	mHtt clearance grain fraction	SMILES
-4	36	CCCOc1ccccc1C(=O)NCCCC(=O)O
-46	63	O=C(CSCc1cccc(Cl)c1)NCc1ccc2c(c1)OCO2
16	17	CCOC(=O)Nc1cc(OCC)c(NC(=O)C2CC2)cc1OCC
-63	31	COc1ccccc1N1CCN(CC(=O)Nc2c(C)n[nH]c2C)CC1

# New compounds follow.
mHtt clearance	mHtt clearance grain fraction	SMILES
32	14	COc1ccc(NC(=O)CCCN2C(=O)CCC2=O)cc1Cl
21	27	CCN(CC)c1cccc(OC2=NS(=O)(=O)c3ccccc32)c1
4	16	CCOC(=O)c1c(NC(=O)CSc2ncn[nH]2)sc(C)c1C
-80	37	CCc1ccc(S(=O)(=O)NCc2cn3cccc(C)c3n2)s1
-13	48	CCOC(=O)CC1(C)NC(=O)c2c(C)sc(C(=O)OCC)c2N1 (configuration not stated)
-6	42	COc1ccc(Nc2nc(-c3cccs3)cs2)cc1
-28	26	O=C(COC(=O)c1cccc(S(=O)(=O)N2CCOCC2)c1)Nc1ccc2c(c1)OCO2
-26	27	O=C(Nc1cccc(O)c1)c1ccccc1
12	27	CCc1nc(SCC(=O)NNC(=O)C2CCCCC2)c2ccccc2n1
-22	26	Nc1sc2c(c1C(=O)NC1CCS(=O)(=O)C1)CCC2 (configuration not stated)
7	19	COc1cccc(N(C(=O)c2ccco2)C(C(=O)NC2CCCC2)c2ccc(N(C)C)cc2)c1 (configuration not stated)
15	29	COc1cccc(NC(=O)CSc2ccc3nnc(-c4ccncc4)n3n2)c1
-26	46	COc1ccc(NC(=O)CC(Cc2ccccc2)C(=O)O)cc1 (configuration not stated)
-35	24	CCc1cc2c(-n3nc(C)cc3C)ncnc2s1
-43	45	COc1ccccc1/C=C/C=N/n1c(COc2ccccc2)n[nH]c1=S
42	22	CCOC(=O)c1sc(NC(=O)CN2C(=O)c3cccc4cccc(c34)C2=O)nc1C
39	24	CCOC(=O)N1CCC(NC(=O)C2CCCN(S(C)(=O)=O)C2)CC1 (configuration not stated)
25	18	O=C(CSC1=Nc2ccccc2C2=NC(CC(=O)NCc3ccco3)C(=O)N12)NCc1ccco1 (configuration not stated)
-72	31	O=C1c2ccccc2C(=O)N1CCc1ccccn1
-30	48	CCOC(=O)c1c(C)n(C)c2ccc(OC)c(NC(=O)CN3CCCCC3)c12
-15	42	Cn1c(SCC(=O)Nc2nccs2)nnc1-c1ccncc1
-35	50	O=C(CN1CCOCC1)OCCCC1CCCCC1
18	15	COc1ccc(C2C(C(C)=O)=C(O)C(=O)N2Cc2cccnc2)cc1 (configuration not stated)
12	34	O=C(OCN1C(=O)c2ccccc2C1=O)C1CCCCC1
5	39	COc1cc(NC(=O)CSc2nnc3n2C(C)(C)Cc2ccccc2-3)cc(OC)c1
-23	25	CN(C)CCN(Cc1ccccc1)c1ccnc(N(C)C)c1C#N
-8	37	CCOC(=O)c1nc(N)c(=O)n(-c2ccccc2)n1
-69	34	O=C(CSc1nc2ccccc2s1)N1CCOCC1
22	27	CCOc1ncccc1C(=O)OCc1cn2cc(Cl)ccc2n1
5	19	CCNC(=O)CN1C(=O)NC2(CCCCCC2)C1=O
-12	54	Cn1c(=O)c2c(nc(N3CCOCC3)n2CCSc2ncccn2)n(C)c1=O
-5	20	c1ccc(-c2nc(N3CCCCC3)nc3ccccc23)cc1
11	15	CS(=O)(=O)Nc1ccc2c(c1)C(=O)OC2
-33	27	COc1cccc(-c2noc(-c3cccs3)n2)c1
7	38	N#CCCn1c(-c2nonc2NC(=O)c2ccccc2Cl)nc2ccccc21
-66	33	Cc1nc2cccc(C(=O)NC3CCCCC3)c2o1
-44	26	Nc1nonc1-c1noc(N2CCOCC2)n1
18	26	Cc1ccc(/C=N/c2sc3c(c2C#N)CCC3)s1
17	15	O=C1OC(C(=O)O)Cc2ccccc21 (configuration not stated)
5	38	COc1ccc(C(=O)NCCCN2CCOCC2)cc1OC
30	13	COc1ccc(NC(=O)c2cc(-c3ccc(OC)c(OC)c3)on2)cc1OC
-22	46	Cc1cc(N2CCCC2=O)cc(C)c1S(=O)(=O)NCCOc1ccccc1
-7	56	CCC(C)Sc1nc2c(cnn2-c2ccc(C)cc2)c(=O)[nH]1 (configuration not stated)
43	10	Cc1cc(C)cc(-c2nnc(SCC(=O)c3ccc4c(c3)OCCO4)o2)c1
-5	37	O=S(=O)(c1ccc(S(=O)(=O)N2CCCC3(CCCCC3)C2)cc1)N1CCCCC1
-6	41	COc1cc(Br)cc(/C=N/c2ncn[nH]2)c1O
-12	48	COc1ccccc1NC1=NCC(=O)N1Cc1ccccc1
-20	52	CC1(C)CC(=O)C2=C(C1)N(Cc1ccccc1)C(=O)C2(O)C(F)(F)F (configuration not stated)
2	20	CCOc1ccccc1N1C(=O)c2ccc(C(=O)O)cc2C1=O
22	16	CC(=O)c1c(N2CCN(C(=O)c3ccco3)CC2)nc(=S)n(-c2ccccc2)c1C

# Overlap with the part before: 3 compounds, then new ones.
mHtt clearance	mHtt clearance grain fraction	SMILES
-20	52	CC1(C)CC(=O)C2=C(C1)N(Cc1ccccc1)C(=O)C2(O)C(F)(F)F (configuration not stated)
2	20	CCOc1ccccc1N1C(=O)c2ccc(C(=O)O)cc2C1=O
22	16	CC(=O)c1c(N2CCN(C(=O)c3ccco3)CC2)nc(=S)n(-c2ccccc2)c1C
-18	25	Cc1cc(C)c2c(N)c(S(=O)(=O)c3ccccc3)sc2n1
-33	49	Cc1csc2c(C#N)c(=O)c3c(n12)CCC3
-20	21	COC(=O)[C@H](CCSC)NC(=O)Nc1ccc(C)cc1C
15	17	Cc1cc(NC(=O)c2ccc(N(C)S(=O)(=O)c3ccccc3)cc2)no1
-49	46	Cc1cc(C)c2c(c1)/C(=C/C(=O)c1ccc(Br)s1)C(=O)N2
8	36	CN(C)c1nc(Cl)cc(N2CCOCC2)n1
-24	50	COC(=O)C(C)n1cnc2c(nnn2-c2ccc(OC)cc2)c1=O (configuration not stated)
28	26	CNC(=O)c1ccc(-c2sc3nc(N4CCOCC4)c4c(c3c2N)CCCC4)o1
20	16	C=CCCCOc1ccc(C(=O)O)cc1
